UPR XBP1 act – activators of adaptive XBP1 UPR arm, primary screen, cell-based, CHO-XBP1 luciferase reporter, luminescence, uHTS; IRE1-XBP1 UPR activation; percent of tunicamycin response, DMSO as zero; activation, % at 20 µM; 330,000 compounds, 0.33% hits;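 active means versus positive control, 20 µM dose yields 30% or more activation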;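 further: 100% = tunicamycin at 10 µg/mL and 0% = DMSO only wells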
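Material: CHO cell line with stable XBP1 luciferase reporter; schedule: 16-18 h cell attachment at 37 °C, then 6 h compound exposure; signal: glow luminescence from Steady-Glo reagent; medium: serum-containing F12 medium, 10% FBS; benchmarks: tunicamycin 10 µg/mL and vehicle-only wells; read-out: percent activation relative to tunicamycin reference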
tim23-1 inh – growth inhibitors of tim23-1 mutant yeast, primary screen, luminescence, uHTS; S. cerevisiae tim23-1 growth, BacTiter-Glo luminescence, 24 h; 330,000 compounds, 1.3% hits; inhibition, % at 20 µM;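 active means growth inhibition of the mutant yeast at or above 50%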;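 further: temperature-sensitive mutant grown at 25 °C; plate controls were DMSO-treated mutant yeast for no effect and medium wells lacking yeast for full effect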
CHOP UPR activ – activators of apoptotic CHOP UPR arm, primary screen, cell-based, CHO-CHOP luciferase reporter, luminescence, uHTS; UPR activation; percent of tunicamycin response over DMSO baseline; activation, % at 10 µM; 330,000 compounds, 0.34% hits; AID 449763, 2010;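 active means at 10 µM dose, activation of 40% or more, normalized to positive control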;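 further: 100% = tunicamycin at 10 µg/mL and 0% = DMSO alone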
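System: CHO-CHOP luciferase reporter cell line | Buffer or medium: F12 medium containing 10% fetal bovine serum | Doses: One dose, 10 µM in 0.5% DMSO | Times: 6 h compound exposure at 37 °C after overnight seeding | Signal: Luciferase luminescence | Read-out: % activation vs tunicamycin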
Mdm2 MdmX PPI – inhibitors of human Mdm2-MdmX association, primary screen, cell-based, luminescence, split luciferase, SaOS-2, uHTS. 330,000 compounds, 3% hits. SaOS-2 split-luciferase Mdm2/MdmX complementation. inhibition, % at 8 µM. Protein Mdm4 (Homo sapiens) + E3 ubiquitin-protein ligase Mdm2 (Homo sapiens), …;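 active means inhibition of at least 50% at 8 µM in the primary screen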
Target sequence (O15151 whole entry, looked up): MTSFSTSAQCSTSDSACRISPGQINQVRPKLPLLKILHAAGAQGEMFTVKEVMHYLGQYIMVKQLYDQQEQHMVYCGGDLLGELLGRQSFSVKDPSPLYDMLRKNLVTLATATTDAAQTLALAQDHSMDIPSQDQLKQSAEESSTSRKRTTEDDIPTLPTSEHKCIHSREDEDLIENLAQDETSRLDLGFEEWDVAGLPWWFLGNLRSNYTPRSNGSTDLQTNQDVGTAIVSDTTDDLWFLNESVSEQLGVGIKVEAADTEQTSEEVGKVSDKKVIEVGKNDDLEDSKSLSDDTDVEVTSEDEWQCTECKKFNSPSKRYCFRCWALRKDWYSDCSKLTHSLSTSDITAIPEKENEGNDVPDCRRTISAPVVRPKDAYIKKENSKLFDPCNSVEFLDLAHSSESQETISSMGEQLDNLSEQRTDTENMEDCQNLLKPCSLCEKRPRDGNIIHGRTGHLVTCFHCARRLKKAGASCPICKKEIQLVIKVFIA
Target sequence (Q00987 whole entry, looked up): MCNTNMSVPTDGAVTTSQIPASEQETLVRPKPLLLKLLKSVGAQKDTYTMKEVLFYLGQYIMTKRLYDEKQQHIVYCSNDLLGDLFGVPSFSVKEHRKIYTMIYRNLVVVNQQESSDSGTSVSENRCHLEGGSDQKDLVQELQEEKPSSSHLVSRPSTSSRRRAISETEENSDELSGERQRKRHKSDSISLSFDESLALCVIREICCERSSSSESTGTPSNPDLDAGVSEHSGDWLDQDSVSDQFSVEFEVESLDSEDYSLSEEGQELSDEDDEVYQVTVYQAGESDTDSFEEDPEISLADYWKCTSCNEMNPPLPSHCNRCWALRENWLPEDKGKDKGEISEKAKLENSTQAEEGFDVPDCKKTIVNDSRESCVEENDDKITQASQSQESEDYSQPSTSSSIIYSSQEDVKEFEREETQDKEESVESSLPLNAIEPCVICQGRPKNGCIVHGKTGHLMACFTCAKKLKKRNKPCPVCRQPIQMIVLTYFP
TIM10 inh – growth inhibitors of isogenic TIM10 control yeast, primary screen, counter-screen for tim10-1 yeast inhibitor project, luminescence, uHTS; S. cerevisiae TIM10 strain growth, BacTiter-Glo luminescence, 24 h; inhibition, % at 10 µM; 330,000 compounds, 1.4% hits;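 active means inhibition of 40% or more at the single tested concentration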;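 further: wild-type TIM10 isogenic control strain grown at permissive 25 °C; 0% = DMSO yeast wells and 100% = minimal medium wells without yeast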
NR3A LBD binder – binders of NR3A ligand-binding domain, primary screen, biophysical, differential scanning fluorimetry, uHTS; Glutamate receptor ionotropic, NMDA 3A (GRIN3A) ligand-binding domain; NR3A LBD differential scanning fluorimetry, Tm shift; 0% = protein alone, 100% = glycine-bound protein; Tm shift relative to glycine control, % at 25 µM; 340,000 compounds, 2.5% hits;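 active means melting temperature shift of at least 10% of the positive control shift, at one fixed dose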
tim10-1 inh – growth inhibitors of tim10-1 mutant yeast, primary screen, luminescence, uHTS | 330,000 compounds, 2.2% hits | inhibition, % at 20 µM | S. cerevisiae tim10-1 ts strain growth, BacTiter-Glo, 24 h;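 active means inhibition of at least 40%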;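 further: mutant grown at 25 °C; 0% = DMSO wells with yeast and 100% = wells holding no yeast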
NALP3 yeast inh – NALP3 inflammasome inhibitors in reconstituted yeast, primary screen, luminescence, uHTS | Yeast reconstituted NLRP3/ASC/caspase-1, beta-gal luminescence, 24 h | inhibition, % at 10 µM | 330,000 compounds, 0.39% hits | AID 2825, 2010;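 active means inhibition of 50% or more; inactive means inhibition below 50%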;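 further: plate controls were induced DMSO wells for no effect and uninduced yeast grown without galactose for full effect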
APJ ag – agonists of human apelin receptor APJ, primary screen, CHO-K1 cells, PathHunter beta-arrestin, luminescence; 0% DMSO wells, 100% apelin; activation, % at 20 µM; P35414; 330,000 compounds, 0.11% hits;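 active means activation more than six SD over the plate average, tested at 20 µM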;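 further: 0% = DMSO alone and 100% = apelin-13 at 10 nM; some results filed as inactive read as strong as hits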
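Test system: CHO-K1 APJ beta-arrestin complementation cell line. Amount: cell density 1000 per well. Controls: DMSO negative, 10 nM Apelin-13 positive. Signal: luminescent beta-gal fragment complementation, chemiluminescent substrate. Read-out basis: agonist-driven arrestin binding to APJ. Timing: compound stimulation 90 min at 25 °C, detection 60 min.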
* marks the source's active call; other numbers are inactive results; · = not tested or not shown.

nr	SMILES	tim10-1 inh	UPR XBP1 act	tim23-1 inh	CHOP UPR activ	APJ ag
1	CC(C)(C)NC(=O)c1cccc(NC(=O)c2ccc(NC(=O)c3ccco3)cc2)c1	-5	-1	15	0.0	9
2	O=C(CCl)Nc1ccc(-c2ccccc2)cc1	-3	2	21	43*	-3
3	CC(C)[n+]1ccn(C2=C([O-])c3ccccc3C(=O)/C2=N\S(=O)(=O)c2ccccc2)c1	-2	-3	11	-3.0	11
4	CC(C)N1CCc2c(sc(NC(=O)CCc3ccccc3)c2C(N)=O)C1	8	6	-5	1.2	-2
5	CCOC(=O)N1CCN(C(=O)CN(c2ccc(Oc3ccccc3)cc2)S(C)(=O)=O)CC1	8	-2	21	-2.0	4
6	CC(C)CC(c1nnnn1CCc1ccccc1)N1CCN(C(=O)c2ccco2)CC1 (centres undefined)	30	-3	14	2.0	3
7	O=C(C1=C[C@H](c2ccc3c(c2)OCO3)C[C@H](OCc2ccc(CO)cc2)O1)N1CCCCCCC1	16	-3	21	2.1	-2
8	O=C(O)COCC(=O)N1CCN(c2cc(C(F)(F)F)nc3ccccc23)CC1	-6	-6	3	0.2	-3
9	COCCCNC(=S)NCCNc1nc2cc(C)c(C)cc2cc1C#N	-8	2	5	1.4	-3
10	CCCCN(C)C(=O)CCC(=O)Nc1ccc2nc(N3CCN(C)CC3)cc(C)c2c1	-11	-1	-4	0.2	-5
11	Nc1[nH]n(-c2ccccc2)c(=O)c1N=Nc1ccccc1	-22	1	-10	1.7	-4
12	CC1CC(C)CN(CCCNC(=O)CN2C(=O)COc3ccc(S(=O)(=O)N4CCOCC4)cc32)C1 (centres undefined)	-10	-2	-9	-0.2	-3
13	CC(=O)Nc1ccc(NC(=O)CN2C(=O)COc3ccc(S(=O)(=O)N4CCCCC4)cc32)cc1	15	2	9	-0.6	-5
14	COc1ccc(CNC(=O)COC(=O)c2cccn2C)cc1	3	-1	6	5.1	-5
15	COc1cccc(NC(=O)CN(C)C(=O)c2cccc(S(=O)(=O)Nc3ccccc3OC)c2)c1	-1	0	5	-0.9	-2

nr	Mdm2 MdmX PPI	TIM10 inh	NR3A LBD binder	NALP3 yeast inh
1	15	-11	9	3
2	96*	8	1	-8
3	32	-1	1	12
4	7	-2	-3	17
5	-2	11	1	28
6	-3	24	0	2
7	-4	17	1	19
8	24	7	0	10
9	-29	-10	-2	14
10	-9	-27	0	-1
11	-141	-13	-4	33
12	12	-3	2	5
13	20	-7	0	8
14	-15	-7	0	2
15	4	-6	0	11

More compounds follow.
nr	SMILES	tim10-1 inh	UPR XBP1 act	tim23-1 inh	CHOP UPR activ	APJ ag
16	O=C(COC(=O)CN1C(=O)C2CCCCC2C1=O)NC1CCS(=O)(=O)C1 (centres undefined)	13	0	4	1.0	0
17	N#CCCN(Cc1cccs1)C(=O)Nc1ccccc1	18	0	-5	1.6	-2
18	CCCCCCCCCCCC(=O)NC(C(=O)OCC)C(O)c1cccc([N+](=O)[O-])c1 (centres undefined)	21	0	16	2.6	2
19	CCOC(=O)c1c(-c2cccc([N+](=O)[O-])c2)csc1NC(=O)C1CCCCC1	14	-6	10	-0.2	-3
20	O=C(NCc1ccccc1)c1cc[n+](Cc2ccccc2)cc1	-3	4	-2	1.2	-2
21	CCOc1ccc(N=Cc2c(O)n(-c3cccc(C)n3)c(=O)c3ccccc23)cc1	23	1	37	0.1	-4
22	Cn1ncc(Br)c1C(=O)NCc1cccs1	2	0	6	0.9	-1
23	COc1ccc(OC)c(NC(=O)Cn2cccc2)c1	-1	-1	1	0.1	-2
24	O=C(NCCCCc1ccccc1)C1CC(c2cc(C(F)(F)F)cc(C(F)(F)F)c2)=NO1 (centres undefined)	-21	1	-4	-1.6	0
25	Cc1cccc(C(=O)NCC(=O)OCc2cc(=O)n3ccsc3n2)c1	-15	2	5	2.2	7
26	COc1ccc(NCc2ccc(OC)c(OC)c2)cc1	0	3	6	3.8	1
27	O=C(NCc1ccc(Cl)cc1)C(=O)NCC1OCCN1C(=O)c1ccc(Cl)cc1 (centres undefined)	13	1	-15	1.7	-2
28	O=C(COC(=O)c1ccccc1O)Nc1ccc2ccccc2c1	-8	0	-11	-0.1	0
29	O=C(COC(=O)CCc1ccccc1)NC(c1ccccc1)c1ccccc1	16	1	0	2.3	0
30	CC(=O)Nc1ccc(NC(=O)C(C)n2nc(C)c([N+](=O)[O-])c2C)cc1 (centres undefined)	7	-1	15	0.0	3

nr	Mdm2 MdmX PPI	TIM10 inh	NR3A LBD binder	NALP3 yeast inh
16	25	-11	7	-3
17	-4	12	1	3
18	21	0	-4	8
19	13	13	1	20
20	-14	1	-3	20
21	0	32	-3	11
22	-7	6	0	-4
23	-12	4	0	2
24	20	-7	0	11
25	-10	2	2	19
26	-39	-1	·	5
27	-4	0	-2	9
28	-26	-10	15*	14
29	14	19	4	-1
30	-20	-15	-5	11

Carrying on.
nr	SMILES	tim10-1 inh	UPR XBP1 act	tim23-1 inh	CHOP UPR activ	APJ ag
31	CCC1CCCCN1C(=O)c1c(-c2ccccc2)noc1C (centres undefined)	12	-3	23	-0.2	-3
32	CC(=O)c1ccc(C(=O)N2CCC(n3nccc3NC(=O)C3CC3)CC2)cc1	3	-1	7	0.8	-4
33	COC1(OC)C(/C=C/c2ccc(C)cc2)C(C#N)(C#N)C1(OC)OC (centres undefined)	30	-1	22	0.2	-6
34	CCOC(=O)C(=CNc1ccc(-c2ccco2)c(Cl)c1)C(=O)OCC	-19	3	-7	1.7	-3
35	Cc1cc2c(cc1C)C(c1ccccc1F)CC(=O)N2 (centres undefined)	23	-3	10	-0.3	-2
36	c1cc2c(cc1Nc1nc(-c3ccc4c(c3)OCO4)cs1)OCCO2	27	2	18	3.6	9
37	CC(C)CC(=O)Nc1cccc(C(=O)Nc2ccccc2C(=O)O)c1	7	-2	1	3.3	-5
38	CCCc1c(C(=O)N/N=C/c2ccc(C)s2)nnn1-c1nonc1N	6	1	-12	0.9	-1
39	Fc1ccc(N2CCN(C(c3cccs3)c3nnnn3CCc3ccccc3)CC2)cc1 (centres undefined)	20	-4	-11	1.4	-4
40	CCOc1cccc2cc(C(=O)NCc3ccccc3)c(=N)oc12	34	3	30	4.6	-3
41	Cc1ccc(Nc2nnc(SCC(=O)NCCN3C(=O)CSC3=O)s2)cc1	5	2	1	-0.6	0
42	COCCNC(=S)N1CCc2cc(OC)c(OC)cc2C1COc1ccc(F)cc1 (centres undefined)	2	3	5	0.8	-6
43	N/C(=N\OC(=O)CN1C(=O)c2ccccc2C1=O)c1ccc(Br)cc1	22	1	17	0.0	0
44	CCN(C[C@H]1N[C@@](Cc2ccccc2)(C(=O)OC)[C@H]2C(=O)N(C)C(=O)[C@@H]12)C(=O)c1ccccc1	-3	-1	0	0.0	-3
45	CCOC(=O)C1C(=O)NC(SCC(N)=O)=C(C#N)C1c1ccccc1OCC (centres undefined)	18	-3	5	-0.2	-4

nr	Mdm2 MdmX PPI	TIM10 inh	NR3A LBD binder	NALP3 yeast inh
31	18	4	2	3
32	9	-3	2	14
33	85*	22	2	9
34	10	-3	4	15
35	27	17	0	9
36	-15	15	-2	12
37	23	1	-8	-3
38	14	-14	6	0
39	33	1	1	18
40	16	33	1	16
41	-18	-3	2	-14
42	-5	-4	-5	2
43	-10	22	2	6
44	19	8	1	-3
45	-8	13	-1	-6

Carrying on:
nr	SMILES	tim10-1 inh	UPR XBP1 act	tim23-1 inh	CHOP UPR activ	APJ ag
46	CC(C)OC(=O)c1ccc(NC(=O)CSc2nc3ncccc3[nH]2)cc1	9	-1	-12	3.5	0
47	Cc1ccc(S(=O)(=O)NNC(=O)c2sccc2-n2cccc2)cc1	19	-1	12	0.9	1
48	CSc1ncccc1C(=O)NNC(=O)c1ccc(NS(=O)(=O)c2cccs2)cc1	-6	4	-1	0.9	-1
49	CCOC(=O)c1c(NC(=O)COC)sc(C)c1C	12	4	-14	-3.2	-1
50	O=C(Nc1ccc(Cl)c(Cl)c1)C1CCCCC1	15	6	35	2.8	4
51	Cc1ccccc1OCCNCC(C)O (centres undefined)	2	-3	-19	-0.7	-2
52	CCn1ccnc1CN1CCN(CCC(C)C)C(CCO)C1 (centres undefined)	-18	-3	2	0.2	-1

nr	Mdm2 MdmX PPI	TIM10 inh	NR3A LBD binder	NALP3 yeast inh
46	-17	10	-4	4
47	21	9	0	5
48	14	-10	0	7
49	12	-13	0	39
50	-36	28	-8	43
51	9	12	1	-11
52	8	-15	-1	8

Three entries from above, ordered by molar mass, high to low:
nr	SMILES	tim10-1 inh	UPR XBP1 act	tim23-1 inh	CHOP UPR activ	APJ ag
52	CCn1ccnc1CN1CCN(CCC(C)C)C(CCO)C1 (centres undefined)	-18	-3	2	0.2	-1
50	O=C(Nc1ccc(Cl)c(Cl)c1)C1CCCCC1	15	6	35	2.8	4
51	Cc1ccccc1OCCNCC(C)O (centres undefined)	2	-3	-19	-0.7	-2

nr	Mdm2 MdmX PPI	TIM10 inh	NR3A LBD binder	NALP3 yeast inh
52	8	-15	-1	8
50	-36	28	-8	43
51	9	12	1	-11

Bioassay records as filed in PubChem BioAssay.
